# ARFGAP1 inhibitor: inhibitors of rat ARFGAP1 GAP activity, primary screen, biochemical, fluorescence polarization, GDP tracer; AID 651572, 2012; actives 0.26% (n = 360,000); Arfgap1-stimulated ARF1 GTP hydrolysis, GDP FP detection; ADP-ribosylation factor GTPase-activating protein 1 (Rattus norvegicus), Q62848; inhibition, % at 16.5 µM;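 active means inhibition above a per-plate limit, mean inhibition of low control wells plus 3 SD, cut at about 25% in these data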;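 further: 0% = DMSO wells with enzyme and 100% = wells lacking Arfgap1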
# Target sequence (Q62848 1-136 limits assumed): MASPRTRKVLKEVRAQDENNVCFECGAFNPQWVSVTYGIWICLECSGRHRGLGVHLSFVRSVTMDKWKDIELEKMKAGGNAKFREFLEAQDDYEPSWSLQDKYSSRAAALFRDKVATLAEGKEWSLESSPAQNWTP
#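 Material: rat Arfgap1 catalytic domain, aa 1-136; also added: human ARF1(Δ1-17)-GTP substrate; compound dosing: one concentration, 16.5 µM, DMSO 1.26%; incubation: GTP hydrolysis reaction 2 h at 25 °C; measured by: Tracer-displacement fluorescence polarization with EDTA stop, 620/688 nm; evaluation: % inhibition from polarization; repeats: one replicate per compound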
# UHRF1 binding: UHRF1 methylated DNA binding inhibitors, primary screen, counter-screen for MBD2 inhibitor project, biochemical, TR-FRET, human UHRF1, single concentration. E3 ubiquitin-protein ligase UHRF1 (Homo sapiens), Q96T88. UHRF1 binding to methylated oligo. inhibition, % at 4.4 µM. actives 0.75% (n = 370,000). AID 687016, 2013; in the data active means inhibition above about 21%;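 further: UHRF1 SRA domain binding a hemimethylated CpG hairpin DNA probe; 0% = median of test compound wells and 100% = reference inhibitor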
# PLCb3 inh: human PLC-beta3 inhibitors, primary screen, biochemical, fluorescence; inhibition, % at 12.2 µM; AID 720704, 2013; 1-phosphatidylinositol 4,5-bisphosphate phosphodiesterase beta-3 (Homo sapiens), Q01970; Purified PLC-beta3, fluorogenic substrate; actives 0.18% (n = 370,000); in the data active means inhibition above about 11%;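 further: 0% = median of compound wells on plate and 100% = full blocker control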
# KLK7 zymogen act: proKLK7 zymogen activators, primary screen, biochemical, fluorescence intensity; Kallikrein-7 (Homo sapiens), P49862; purified proKLK7, EDANS-DABCYL substrate fluorescence; 100% is mature enzyme control, 0% vehicle; activation, % at 7 µM; actives 0.9% (n = 370,000); AID 652039, 2013;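 active means activation above the mean of all tested compounds plus 3 SD, computed per campaign excluding outliers beyond control limits, cut at about 13% in these data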
# Target sequence (P49862 whole entry, looked up): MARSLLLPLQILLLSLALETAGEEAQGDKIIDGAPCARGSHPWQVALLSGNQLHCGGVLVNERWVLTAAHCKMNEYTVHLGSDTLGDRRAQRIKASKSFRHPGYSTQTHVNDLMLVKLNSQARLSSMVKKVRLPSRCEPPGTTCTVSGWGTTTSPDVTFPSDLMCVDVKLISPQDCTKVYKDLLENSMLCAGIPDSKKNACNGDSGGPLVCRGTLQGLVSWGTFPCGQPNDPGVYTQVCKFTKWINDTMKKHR
# Rev-erbA mod: modulators of Rev-erb alpha DNA binding, primary screen, biochemical, FITC-DNA, fluorescence polarization, uHTS; Rev-erbα–FITC-DNA binding, 90 min; activity, % at 10 µM; actives 0.79% (n = 370,000); AID 1259318, 2017;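 active means activity above about 14%, limit read from the data; passing the limit was not always enough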;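 further: 0% = DMSO wells with 35 nM protein and 100% = DMSO wells with 750 nM protein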
# HGIII-sPLA2 inh: human group III sPLA2 inhibitors, primary screen, biochemical, QFRET, BODIPY PC-A2 liposome substrate; Group 3 secretory phospholipase A2 (Homo sapiens), Q9NZ20; QFRET BODIPY PC-A2 liposome hydrolysis, fluorescence; inhibition, % at 12.2 µM; actives 0.56% (n = 370,000);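 active means inhibition above mean plus 3 SD of compounds lying within the high and low control bounds, cut at about 19% in these data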;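 further: 0% = median of test compound wells and 100% = no enzyme DMSO wells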
# PLCg1 inh: PLC-gamma1 enzyme inhibitors, primary screen, biochemical, fluorescence, purified enzyme. 1-phosphatidylinositol 4,5-bisphosphate phosphodiesterase gamma-1 (Homo sapiens), P19174. fluorogenic substrate. inhibition, % at 12.2 µM. actives 0.84% (n = 370,000). AID 720700, 2013; in the data active means inhibition above about 9.5%
# Tn7 DDE FP: inhibitors of Tn7 peptide binding to fibrin DD(E), primary screen, biochemical, fluorescence polarization, human fibrin, Tn7 probe | actives 0.13% (n = 370,000) | inhibition, % at 8.3 µM | FP displacement of FITC-Tn7 peptide from fibrin DD(E); 0% = median of compound wells per plate | Fibrinogen beta chain (Homo sapiens), P02675;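 active means inhibition above the mean of compounds falling within the control limits plus 3 SD of them, cut at about 14% in these data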;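 further: 0% = plate median of compound wells and 100% = 10 µM Aha-Tn7 peptide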
#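 Test system – human fibrin DD(E) · Times – 10 min preincubation, 3 h with tracer, room temperature · Detection – fluorescence polarization of the labelled Tn7 tracer · Measure – percent inhibition normalized to high-control wells · Benchmarks – high control wells with 10 µM unlabelled Aha-Tn7 peptide (full inhibition) · Repeats – singlicate testing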
# DDE Tn6 FP inh: inhibitors of Tn6 peptide binding to fibrin DD(E), primary screen, biochemical, fluorescence polarization, human fibrin, Tn6 probe; Fibrinogen beta chain (Homo sapiens), P02675; Fibrin DD(E) TRITC-Tn6 fluorescence polarization displacement; inhibition, % at 8.3 µM; actives 0.21% (n = 370,000); AID 720509, 2013;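 active means inhibition above a per-campaign cutoff: mean of compounds within control limits plus 3 SD, cut at about 15% in these data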;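 further: 0% = median of all compound wells on the plate and 100% = blocking peptide control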
# ASAP1 GAP inh: inhibitors of human ASAP1 ArfGAP activity, primary screen, biochemical, fluorescence polarization | Arf-GAP with SH3 domain, ANK repeat and PH domain-containing protein 1 (Homo sapiens), … | ASAP1-stimulated ARF1 GTP hydrolysis, GDP FP detection | inhibition, % at 16.5 µM | actives 0.19% (n = 360,000); in the data active means inhibition above about 25%;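 further: 0% = vehicle with enzyme and substrate and 100% = no enzyme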
# Target sequence (Q9ULH1 325-724 limits assumed): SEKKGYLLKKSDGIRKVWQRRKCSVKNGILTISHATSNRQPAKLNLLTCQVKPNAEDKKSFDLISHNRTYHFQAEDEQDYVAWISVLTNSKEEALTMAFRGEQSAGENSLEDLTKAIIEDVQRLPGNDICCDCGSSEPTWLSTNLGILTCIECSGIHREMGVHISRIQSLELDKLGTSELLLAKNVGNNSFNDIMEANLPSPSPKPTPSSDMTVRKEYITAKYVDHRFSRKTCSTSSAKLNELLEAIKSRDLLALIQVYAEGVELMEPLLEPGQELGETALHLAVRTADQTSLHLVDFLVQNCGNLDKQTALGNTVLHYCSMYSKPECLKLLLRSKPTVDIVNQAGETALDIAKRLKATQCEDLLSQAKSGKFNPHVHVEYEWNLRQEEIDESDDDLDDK
# * = called active by the depositor; x = no result given.
SMILES,ARFGAP1 inhibitor,UHRF1 binding,PLCb3 inh,KLK7 zymogen act,Rev-erbA mod,HGIII-sPLA2 inh,PLCg1 inh,Tn7 DDE FP,DDE Tn6 FP inh,ASAP1 GAP inh
CCCOc1ccc(CCC(=O)N/N=C/c2ccc([N+](=O)[O-])o2)cc1,10.4,-0.3,-13.6,0.0,-0.7,3.0,-7.7,1.7,-7.5,-3.4
Cc1cc(C(=O)COC(=O)c2ccc3c(c2)OCO3)c(C)n1Cc1cccs1,3.3,5.4,4.3,0.2,-5.0,0.9,10.4*,-7.6,-0.8,18.0
CCOc1ccc(NC(=O)c2cccc(NC3=NC4CS(=O)(=O)CC4S3)c2)cc1 (stereo not drawn),4.5,3.0,4.0,-0.2,0.1,4.5,9.9*,-10.9,6.6,-8.3
Cc1cc(C(=O)CSc2n[nH]c(N)n2)c(C)n1-c1cc(F)ccc1F,2.4,10.4,-5.1,0.1,-2.5,-5.8,-2.9,-5.7,-9.9,-5.2
CCc1ccc(/C=C/c2c[nH]c3ccccc23)[n+](CC)c1,-5.9,-33.9,-41.7,3.4,22.1,6.6,-41.7,1.5,2.8,-3.8
CCCCC(c1nc2ccccc2[nH]1)n1c(=O)c(-c2ccccc2)nc2cc(C)c(C)cc21 (stereo not drawn),-3.0,-0.7,-4.6,0.3,3.5,3.6,-0.9,4.7,-2.1,14.9
CC(=O)c1ccc(N2CCN(C(=O)/C=C/c3ccc4ccccc4n3)CC2)cc1,-5.3,-0.8,-4.4,-0.2,-0.7,-9.3,-1.4,0.0,4.9,1.8
O=C(CN(C(=O)Cn1nnc(-c2ccc(F)cc2)n1)c1ccc(F)cc1)NC1CCCC1,1.7,-0.3,-0.9,-0.1,-3.5,-0.7,5.3,0.3,1.8,-13.6
COc1cc(C2C(C#N)=C(N)OC3=C2C(=O)CC(C)(C)C3)c([N+](=O)[O-])cc1OC (stereo not drawn),6.5,-6.8,-488.5,20.1*,3.6,-1.8,-423.1,-6.2,4.4,-19.1
CC1CC(C)CN(CCCNC(=O)C2CCN(S(=O)(=O)N3CCCCC3)CC2)C1 (stereo not drawn),2.7,-2.6,2.6,-0.4,-5.2,-2.2,1.9,1.4,-1.9,8.6
CCC(=O)Nc1nnc(SCC(=O)Nc2ccc3c(c2)OCO3)s1,7.9,6.2,-7.5,0.1,5.2,-2.7,0.7,3.6,-17.6,-10.8
CC(Sc1ccccc1)C(=O)NNC(=O)c1ccncc1 (stereo not drawn),-6.8,-0.2,-7.8,0.7,0.3,11.8,4.7,0.7,2.1,-12.2
Cc1ccc(-n2nc(C)c(/C=N/n3c(C)n[nH]c3=S)c2Cl)cc1,1.8,-0.5,-0.6,0.1,-1.9,2.1,0.9,-1.8,-4.5,0.2
Cc1ccc(C(=O)Nc2ccc(N3CCOCC3)cc2N2CCOCC2)cc1,-7.3,1.5,-7.4,-0.7,-0.1,3.8,-2.2,6.3,4.2,8.2
COc1ccc2c(c1[N+](=O)[O-])CCC/C2=N/OC(=O)c1ccccc1SC,4.7,-1.1,-2.3,0.8,7.3,-5.6,0.0,1.6,0.1,-10.2
Cc1cccc(C(=O)N/N=C/c2ccncc2)c1,2.3,0.7,0.8,-0.1,-0.4,9.9,2.0,-8.6,-8.1,-6.9
COc1cccc(-c2sc3ccc(OC)cc3c2-c2cc(F)cc(OC)c2)c1,0.9,9.1,1.1,0.1,1.5,4.4,-1.9,-4.5,6.2,-0.1
CN1C(=S)SC(N(O)C(=O)Nc2ccccc2)C1(C)C (stereo not drawn),7.3,0.3,1.6,0.7,11.6,-4.3,1.9,2.2,-7.3,-10.2
Cc1ccc(C2CC2/C(=N/O)c2ccc(F)cc2)cc1 (stereo not drawn),-0.7,-2.3,1.6,-0.1,1.6,-7.8,-0.4,5.3,7.2,2.5
CCN(CC)S(=O)(=O)c1cccc(NC(=O)COC(=O)c2cccs2)c1,-0.6,-3.6,-0.5,0.0,0.6,-33.9,0.3,-2.8,-1.1,-3.1
Cc1ccc(Oc2cnn(-c3ccccc3)c(=O)c2Br)cc1,1.6,-0.4,-6.0,-0.6,14.2,1.9,5.4,0.2,2.2,-2.3
Cc1csc(NC(=O)C2CCN(C(=O)c3ccccc3C)CC2)n1,2.6,-2.9,-2.4,-0.3,-0.3,-4.7,-1.1,-3.2,-4.6,1.5
CCOC(=O)C1=c2s/c(=C\c3ccncc3)c(=O)n2C(N)=C(C(=O)OC)C1c1ccncc1 (stereo not drawn),13.4,-2.1,-8.0,-0.1,1.8,-1.4,-3.1,1.8,14.7,-11.5
CCCn1c2ccccc2c2cnn(CC(=O)NCCCOC)c(=O)c21,5.6,2.4,-13.3,-0.7,5.9,7.9,-7.1,-3.5,-0.1,-4.1
COC(=O)/C=C1\OCc2cccc(C)c21,6.4,0.3,-2.4,-0.5,-7.1,11.6,2.6,1.6,1.9,9.6
COc1ccc([C@H]2/C=C\CN(C(=O)C3CC3)[C@@H](C)C(=O)N2Cc2ccc(F)cc2)cc1,-12.9,2.6,0.6,-0.2,0.0,-4.2,-0.7,-6.5,-0.3,4.3
CCOc1ccccc1OCC(=O)NNC(=S)NC1CCCCC1,-2.6,5.0,-9.3,0.0,2.7,6.1,-2.3,2.6,3.9,-0.5
CCOC(=O)c1c(C)[nH]c(C)c1C(=O)COC(=O)c1nn(CC)c(=O)c2ccccc12,-17.3,-2.3,-0.2,-0.5,0.8,-8.8,4.5,7.6,0.8,7.7
COc1ccc(CCN2CC(C(=O)Nc3cccc(C(C)=O)c3)CC2=O)cc1OC (stereo not drawn),18.2,1.1,0.8,0.4,5.3,-2.2,1.0,2.6,-4.8,1.9
Cc1ccc(-c2nnc(N3CCN(C(=O)CSc4ncn[nH]4)CC3)c3ccccc23)cc1,-4.1,5.9,-2.9,0.2,0.6,-30.6,-4.8,-1.4,0.4,-11.8
Cc1ccc(C(=O)NC(C)CCc2ccccc2)cc1S(=O)(=O)N1CCOCC1 (stereo not drawn),4.3,1.9,-11.3,0.2,-4.0,9.4,-0.7,1.7,-6.9,-4.4
CCOc1ccc(N=C(NC#N)SC)cc1,7.5,2.2,-2.8,0.6,-2.3,-1.9,-1.6,-6.7,-0.2,9.1
O=C(NCc1ccccc1)N1CCC(c2nc3ccc(Cl)cc3[nH]2)CC1,x,-0.2,2.9,0.4,6.7,1.4,1.3,2.4,-1.8,x
O=C(NC1CCCc2c1cnn2-c1ccc(F)cc1F)c1csnn1 (stereo not drawn),-6.4,-0.7,-3.1,-0.4,2.2,-2.7,-0.7,-0.5,-5.9,-8.0
COc1ccc(-n2c(SCC(C)=O)nc3sc(C)c(C)c3c2=O)cc1,4.0,-0.6,-2.6,-0.4,7.0,-22.2,3.4,-0.9,-3.3,-1.7
O=C(COc1ccc(Cl)cc1)NCc1n[nH]c(=O)c2ccccc12,-5.0,0.2,-5.5,0.2,4.3,2.5,-1.1,3.1,2.4,4.7
Cc1ncc(C[n+]2csc(CCOC(=O)CC34CC5CC(CC(C5)C3)C4)c2C)c(N)n1,10.9,-1.1,0.2,1.3,5.0,14.2,2.0,0.3,-4.2,3.1
CC(C)(CNC(=O)c1ccc(Br)o1)N1CCOCC1,5.1,3.1,-4.5,-0.4,-0.2,7.7,-0.2,1.2,10.2,-8.1
COC(=O)c1ccc(NC(=S)N2CCN(C(=O)c3ccco3)CC2)cc1,2.2,-1.4,-3.5,-0.1,-9.9,7.0,2.4,-2.3,-1.2,11.7
O=C(OCc1nnc(-c2ccccc2)o1)c1ccc2c(c1)OCO2,-4.4,-0.5,-0.9,0.2,0.9,-4.7,1.9,-1.6,-5.1,-1.1
CC1CCCN(C(=O)C2CCC(CNc3c(N4CCCCC4)c(=O)c3=O)CC2)C1 (stereo not drawn),3.9,1.3,-6.3,0.1,-1.6,13.8,-1.1,-0.5,-0.7,-8.9
Cc1noc(C)c1COc1cccc(C(=O)Nc2ccccc2)c1,-17.0,-1.5,-8.3,0.1,1.6,11.9,0.7,1.8,1.2,-4.5
CCOc1ccccc1C(=O)NCC(=O)OCC(=O)NCCc1ccc(S(N)(=O)=O)cc1,-2.6,-3.9,-0.5,0.8,-5.8,-3.1,-0.2,-3.1,-8.1,10.3
COc1ccccc1OCCCCNCCO,2.6,2.5,2.4,0.2,-1.1,3.6,2.9,-4.1,-4.6,3.6
C=CCN1C(=O)/C(=C\C(C)=C\c2ccccc2)SC1=S,-4.1,-0.3,-5.8,-0.7,-1.8,1.7,-0.9,4.0,-11.5,6.5
CC(C)(C)OC(=O)N1CCN(C(c2ccnc3ccccc23)c2nnnn2-c2ccc3c(c2)OCCO3)CC1 (stereo not drawn),-5.3,-0.1,5.5,0.5,2.3,-3.2,3.0,-1.2,-3.1,1.7
CCC1=Nc2cc(C(=O)NCCN3CCOCC3)ccc2Sc2ccccc21,1.5,2.1,-6.5,-0.1,4.0,-2.0,1.0,2.6,1.0,11.7
Cc1ccc(CSc2nc3sc(C)c(C)c3c(=O)n2Cc2ccco2)cc1,-1.0,0.1,0.3,0.7,-1.1,-0.5,-2.1,-3.8,-6.2,2.8

# Just Rev-erbA mod, for some of the entries so far:
canonical_smiles | Rev-erbA mod
CCC(=O)Nc1nnc(SCC(=O)Nc2ccc3c(c2)OCO3)s1 | 5.2
CC(Sc1ccccc1)C(=O)NNC(=O)c1ccncc1 (stereo not drawn) | 0.3
Cc1ccc(-n2nc(C)c(/C=N/n3c(C)n[nH]c3=S)c2Cl)cc1 | -1.9
